LYP inhibition: PTPN22 lymphoid phosphatase activity blockers – biochemical, fluorescence intensity, uHTS (AID 1779); recombinant LYP phosphatase, fluorescence intensity; higher % means a stronger effect; one-dose inhibition, % at 11.5 µM; IC50 in µM for titrated hits; 290,000 tested, 0.054% active; in the data active means inhibition above about 50%;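 further: plate controls were vehicle with enzyme for no effect and no enzyme for full effect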
Myeloid diff 2: myeloid differentiation induction; ER-HoxA9 myeloid progenitors, lysozyme-GFP differentiation, flow cytometry; calls only at 10 µM; 360,000 tested, 1% active;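 active means normalized GFP-positive differentiation at or above the plate's own cutoff, the solvent-only control mean plus 3 SD; inconclusive means no clear call, values can overlap the other calls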;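 further: cells exposed to compound for four days before flow analysis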
Myeloid diff 2 GFP+ MAC1+ %: second read-out of Myeloid diff 2, no call of its own (marks repeat the call); GFP+ MAC1+ double positive, %; measured here: differentiation confirmed by MAC1 staining
* = called active by the depositor; i = inactive; ? = inconclusive; / = no result given. The list is partial, so the mix of outcomes need not match the whole.

Molecule	LYP inhibition	Myeloid diff 2	Myeloid diff 2 GFP+ MAC1+ %
Cc1nc2nc(C)c(NS(=O)(=O)c3ccc(Cl)cc3)c(=O)n2[nH]1	-7.8%	i	0.3
COc1ccc(C2Nc3ccccc3C(=O)N2NS(C)(=O)=O)c(OC)c1 (configuration not stated)	-7.1%	i	0.4
COc1ccc([N+](=O)[O-])cc1NCC(=O)c1ccc(C)cc1	-2.7%	i	0.3
COc1ccc(N2CC(C(=O)N[C@@H](C)C(=O)NCCc3ccccc3)CC2=O)cc1 (some centres not stated)	-5.4%	i	0.0
COc1ccc(N(CC(=O)NCc2ccco2)C(=O)CCC(=O)Nc2nccs2)c(OC)c1	-12.4%	i	0.2
FC(F)(F)C1CCCN(c2nsc3ccccc23)C1 (configuration not stated)	-2.5%	i	2.4
COc1ccc2[nH]c3c(c2c1)CCN1C(=O)N([C@@H](C)C(=O)NCc2ccc(F)cc2)C(=O)[C@]31C	1.1%	i	2.6
Nc1ccn(C2CC(O)C(CO)O2)c(=O)n1 (configuration not stated)	-14.5%	i	2.5
O=S(=O)(c1ccc(F)cc1)N1CCCN(Cc2c(F)cccc2F)CC1	-1.3%	i	0.5
COc1ccc(CNC(=O)C2CCN(C(=O)c3csc(Nc4ccc(C)cc4)n3)CC2)cc1	0.4%	i	0.5
COC(=O)C1=C(C)N(Cc2ccccc2)C(=NCc2ccccc2)N[C@H]1c1cccc(F)c1	-10.4%	i	1.6
COc1ccc(C(=O)NC(C)CCc2ccccc2)cc1 (configuration not stated)	-11.5%	i	0.3
O=C(NCc1ccco1)c1ccccc1O	-11.4%	i	0.6
COc1cn(-c2ccccc2)nc1C(=O)NCc1ccc(C)cc1	3.7%	i	1.3
COc1ccc(CC(=O)NC2CC(C)(C)NC(C)(C)C2)cc1OC	-4.7%	i	0.4
COc1ccc(C2(C)NC(=O)N(CC(=O)Nc3cccnc3Cl)C2=O)cc1 (configuration not stated)	-6.5%	i	1.0
Cc1cc(C(=O)Nc2ccncc2)ccc1[N+](=O)[O-]	-3.8%	i	1.3
N#Cc1nc(-c2ccccc2Cl)oc1N1CCN(C(=O)c2ccco2)CC1	-10.1%	i	1.3
C=CCn1c(CNS(=O)(=O)c2ccc(Br)cc2)n[nH]c1=S	-6.0%	i	0.7
COc1ccccc1NC(=O)NNC(=O)c1ccc(-c2ccccc2)cc1	-0.3%	i	0.6
O=C(CSc1nc2ccsc2c(=O)n1CC1CCC(C(=O)O)CC1)NCCc1ccc(Cl)cc1 (configuration not stated)	-5.7%	i	0.0
COc1ccc(Cc2nnc(NC(=O)Nc3ccccc3F)s2)cc1OC	-0.2%	i	0.5
Nc1ccc(-c2nc3ccccc3o2)cc1	-18.9%	i	1.2
CCC1Oc2ccccc2N(CC(=O)NCCCN2CCCC2)C1=O (configuration not stated)	-10.7%	i	1.4
O=C(NCc1cccc(Cl)c1)C1CCN(c2nnc(N3CCCC3=O)s2)CC1	-8.8%	i	3.5

Remaining list, next part
Molecule	LYP inhibition	Myeloid diff 2	Myeloid diff 2 GFP+ MAC1+ %
CC1CCCCN1CCCNC(=O)Cn1c(=O)c2cccn2c2ccccc21 (configuration not stated)	-4.8%	i	1.0
COc1cccc(C(=O)N/N=C(\C)CC(=O)Nc2ccc(N(C)C)cc2)c1	-6.9%	i	0.4
O=S(=O)(NC1CCCCC1N1CCN(c2ccc(F)cc2)CC1)c1ccccc1 (configuration not stated)	-12.0%	i	1.9
COc1ccccc1N1CCN(S(=O)(=O)CCNC(=O)c2cc(OC)c(OC)c(OC)c2)CC1	-6.0%	i	1.2
COc1ccc(C(C)(C)C)cc1NC(=O)C1CCCO1 (configuration not stated)	-5.3%	i	1.5
CN1C(=O)NC(c2ccc(C(F)(F)F)cc2)C2=C1CC(C)(C)CC2=O (configuration not stated)	-8.9%	i	1.1
CCOC(=O)N1CCN(C(=O)c2cccc(N3C(=O)NC4CC3(C)Oc3ccc(Cl)cc34)c2)CC1 (configuration not stated)	1.8%	i	1.2
O=C(c1cc(-c2cccc(O)c2)on1)N1CCCC1	-8.9%	i	0.9
COc1cccc(OC)c1NC(=O)Cn1nc(C)c2ccccc2c1=O	-8.5%	i	0.6
CC(=O)N1CCc2cc(S(=O)(=O)C(C)CC(=O)Nc3ccc(OC(F)(F)F)cc3)ccc21 (configuration not stated)	-7.0%	i	0.8
CCS(=O)(=O)N1CCN=C1SCc1ccc(F)cc1	-11.1%	i	4.4
CCC(=O)N1CCc2cc(S(=O)(=O)CCC(=O)N3CCN(c4ccccc4F)CC3)ccc21	-9.2%	i	1.5
CCC1CN(C(=O)N2CCC(C(=O)NCc3ccccc3OC)CC2)c2ccccc2O1 (configuration not stated)	-13.4%	i	1.5
CC(C)c1c(C(=O)N/N=C/c2ccc(Cl)cc2Cl)nnn1-c1nonc1N	3.0%	i	0.8
Cc1ccc(CNC(=O)CCSCc2ccc(C)cc2)cc1	-3.5%	i	0.4
CCOC(=O)c1c(NC(=O)CSc2ncn[nH]2)sc(C(=O)NC)c1C	-8.4%	i	1.6
CCOc1cccc(CN2CCC(n3nccc3NC(=O)C3CCCC3)CC2)c1	-9.5%	i	0.8
COc1ccc(N(CC(=O)N2CCOCC2)S(C)(=O)=O)cc1Cl	-11.1%	i	0.5
O=C(COC(=O)c1cc(S(=O)(=O)N2CCOCC2)ccc1F)NCc1ccco1	-13.7%	i	1.9
COc1ccc(CCN2CCCn3c2nc2c3c(=O)n(CC(N)=O)c(=O)n2C)cc1OC	2.5%	i	0.7
COc1ncccc1C(=O)NC1CCCc2c1cnn2-c1cc(C)cc(C)c1 (configuration not stated)	-8.9%	i	0.7
COCc1c(Br)c(C)nc2sc3c(=O)[nH]nnc3c12	-6.6%	i	0.5
O=C(Cn1nnc2ccccc21)c1ccc([N+](=O)[O-])cc1	0.8%	i	0.8
CC(CCc1ccccc1)NC(=O)C(=O)c1c[nH]c2ccccc12 (configuration not stated)	-2.4%	i	0.0
COc1ccccc1C1/C(=C(\O)c2ccc3c(c2)OCCO3)C(=O)C(=O)N1CCCn1ccnc1 (configuration not stated)	-3.0%	i	0.6

(list continues)
Molecule	LYP inhibition	Myeloid diff 2	Myeloid diff 2 GFP+ MAC1+ %
COc1cccc(C(=O)CC(=O)C(=O)Nc2cccc([N+](=O)[O-])c2C)c1	-0.8%	i	0.2
O=C(Cn1cnc(S(=O)(=O)N2CCCC2)c1)Nc1cccc(F)c1	-7.6%	i	4.4
CC(C)C(=O)Nc1c2c(nn1-c1ccc([N+](=O)[O-])cc1)CS(=O)(=O)C2	-7.6%	i	0.2
Cc1[nH]n(C(N)=S)c(=O)c1N=Nc1cc(C(F)(F)F)ccc1Cl	-2.6%	i	1.0
O=S(=O)(Nc1ccc(Cl)c(Cl)c1)N1CCOCC1	-9.4%	i	1.3
CCCCc1cc(=O)oc2cc(OC(C)C(=O)NCc3ccccn3)c(Cl)cc12 (configuration not stated)	-3.6%	i	8.9
O=C(CCS(=O)(=O)Cc1ccccc1)Nc1nnc(C(F)(F)F)s1	-4.1%	?	/
CCc1c(C)c2ccc(OC3CCCCC3=O)cc2oc1=O (configuration not stated)	-2.9%	i	0.3
CC1CCN(S(=O)(=O)c2ccc(C(=O)Nc3ncccc3O)cc2)CC1	-5.3%	i	0.4
COc1ccc(S(=O)(=O)N2CCCOC2CNC(=O)C(=O)NCCc2ccco2)cc1OC (configuration not stated)	-3.7%	i	0.6
Cc1cc2[nH]c(=O)c(=O)[nH]c2cc1S(=O)(=O)NCc1ccccc1	-1.1%	i	0.3
COc1ccccc1C(=O)NC1CC(C)(C)NC(C)(C)C1	-8.6%	i	0.3
CS(=O)(=O)c1ccc(NCCc2ccc(S(N)(=O)=O)cc2)c([N+](=O)[O-])c1	-10.5%	i	2.9
CC(=O)N1CCc2cc(S(=O)(=O)NCC(=O)NCc3ccc(Cl)cc3)ccc21	-11.1%	i	0.0
Cc1ccc(Nc2nc(-c3ccccc3)cs2)nc1	-7.3%	i	0.0
Fc1ccccc1-c1n[nH]c(=S)n1C1CC1	-12.8%	i	1.1
Cc1cc(NC(=O)c2cccs2)ncc1NC(=O)C(C)C	0.4%	i	0.2
Cc1ccccc1C(=O)N(C)c1ccccc1C(=O)NCc1ccccc1	-4.2%	i	0.9
COc1ccc(C(=O)Nc2cccc(NC(=O)c3ccc(OC)c(OC)c3)n2)cc1OC	-4.6%	i	0.4
CN1C(C(=O)Nc2ccc(OC(F)(F)F)cc2)=CC(c2ccc3c(c2)OCO3)=NS1(=O)=O	-8.8%	i	1.2
O=C(Nc1cccc(C(=O)Nc2ccc(F)cc2F)c1)c1ccccc1	-7.4%	i	0.3
O=C(C1CC1)N1CCc2cc(S(=O)(=O)NCc3ccccc3)ccc21	-6.1%	i	1.2
O=C(c1ccccc1)C1CCN(C(=O)C2CCC(=O)N(Cc3ccccc3F)C2)CC1 (configuration not stated)	-12.1%	i	0.4
Cc1ccc(NC2CCCN(C(=O)c3ccc(-n4ccnc4)cc3)C2)cc1C (configuration not stated)	-3.9%	i	1.2
CC(C)[C@H](NC(=O)C1CC(=O)N(c2ccc3c(c2)OCCO3)C1)C(=O)NC1CCCC1 (some centres not stated)	-8.2%	i	5.1

5 compounds picked at random from the list so far:
Molecule	LYP inhibition	Myeloid diff 2	Myeloid diff 2 GFP+ MAC1+ %
Cc1ccc(Nc2nc(-c3ccccc3)cs2)nc1	-7.3%	i	0.0
Cc1cc(NC(=O)c2cccs2)ncc1NC(=O)C(C)C	0.4%	i	0.2
O=C(Cn1cnc(S(=O)(=O)N2CCCC2)c1)Nc1cccc(F)c1	-7.6%	i	4.4
CS(=O)(=O)c1ccc(NCCc2ccc(S(N)(=O)=O)cc2)c([N+](=O)[O-])c1	-10.5%	i	2.9
COc1ccccc1C(=O)NC1CC(C)(C)NC(C)(C)C1	-8.6%	i	0.3

Additional compounds follow.
Every second line gives: LYP inhibition	Myeloid diff 2	Myeloid diff 2 GFP+ MAC1+ %
> COc1ccc(C(=O)N2CCC3(CC2)NCCc2[nH]cnc23)cc1OC
→ -6.5%	i	0.9
> COC(CNC(=O)C1CCN(S(=O)(=O)c2cccc3nsnc23)CC1)OC
→ -8.0%	i	1.7
> O=C(CSc1nnc(NC(=O)c2ccc(F)cc2)s1)NC1CCCC1
→ -6.9%	i	1.7
> O=C(CSc1nnc(NC(=O)C2CC(=O)N(c3ccccc3)C2)s1)NCc1ccco1 (configuration not stated)
→ -7.0%	i	1.8
> Cc1ccc(NC(=O)CCc2nc(-c3cccs3)no2)c(Br)c1
→ -3.9%	i	1.9
> O=C(C1CCCC1)N1CCN(S(=O)(=O)c2ccc(F)cc2)CC1
→ -1.0%	i	0.2
> COc1ccc(C)cc1N(CC(=O)N1CCCC1)S(=O)(=O)c1ccccc1
→ -6.0%	i	0.3
> CCC(C)c1ccc(S(=O)(=O)N2CCN(S(=O)(=O)c3ccc(NC(C)=O)cc3)CC2)cc1 (configuration not stated)
→ -10.9%	i	2.1
> O=C(c1cccc(Cl)c1)N1CCN(CCCc2ccccc2)CC1
→ -0.1%	i	0.6
> Cc1cc(C(=O)NCc2ccc(F)cc2)c2ccccc2n1
→ -1.0%	i	1.1
> O=C(O)Cc1sc(Nc2cccc3ccccc23)nc1-c1ccc(F)cc1
→ -4.8%	i	0.4
> COc1cc(OC)cc(C(=O)NC2CCCN(Cc3ccc(Cl)cc3)C2)c1 (configuration not stated)
→ -5.6%	i	1.0
> O=C(Cn1nc(-c2ccco2)ccc1=O)Nc1cc(Cl)ccc1Cl
→ -1.4%	i	0.9
> COc1cccc(/C=C2\SC(=O)N(CCC(=O)N3CCC(C(=O)O)CC3)C2=O)c1
→ -3.2%	i	0.3
> CCOC(=O)C1=C(C)NC(=S)NC1c1ccc(OCC(=O)N2CCCCCC2)cc1 (configuration not stated)
→ 2.8%	i	0.5

(continued)
Every second line gives: LYP inhibition	Myeloid diff 2	Myeloid diff 2 GFP+ MAC1+ %
> CC(=O)Nc1ccc(N(C(=O)CNC(=O)c2ccco2)C(C(=O)NC2CCCC2)c2ccco2)cc1 (configuration not stated)
→ -11.4%	i	0.7
> CC(C)NC(=O)c1ccc(N(Cc2ccc(Cl)cc2)S(C)(=O)=O)cc1
→ -8.4%	i	0.5
> O=C(Nc1cccnc1)Nc1cccc([N+](=O)[O-])c1
→ -5.8%	i	0.5
> CCOc1ccc(C(=O)Nc2c3c(nn2-c2ccccc2)CS(=O)(=O)C3)cc1
→ -8.2%	i	6.3
> CN(C)CCCN(C(=O)c1ccc(S(=O)(=O)N(C)Cc2ccccc2)cc1)c1nc2cc3c(cc2s1)OCO3
→ -10.4%	i	1.1
> Cn1c(=O)c2sccc2n2c(CCCC(=O)N3CCCCC3)nnc12
→ -10.5%	i	0.5
> CCOC(=O)c1c(C)nn(-c2ccc(NC(=O)c3c(C)noc3C)cc2)c1C
→ -7.7%	i	1.2
> O=C(CSc1nnc(NC(=O)c2ccco2)s1)Nc1ccccc1Br
→ -6.7%	i	1.5
> CCOc1ccc(OCC)c(NC(=O)CCS(=O)(=O)c2ccc(C)cc2)c1
→ -0.5%	i	0.5
> O=C(CSc1nnc2c(n1)[nH]c1ccccc12)NC1CCCCC1
→ -5.1%	i	2.1
> COc1ccccc1CNCC(=O)Nc1ccc(C#N)cc1
→ -10.3%	i	0.5
> CC1CN(C(=O)CCC(=O)NC2CCN(Cc3ccccc3)CC2)c2ccccc2O1 (configuration not stated)
→ -11.7%	i	3.7
> CN(C)c1ccc(C(=O)N2CCCC(N3CCN(Cc4ccc5c(c4)OCO5)CC3)C2)cc1 (configuration not stated)
→ -7.7%	i	1.9
> CCOC(=O)c1c(NC(=O)Cc2ccccc2)sc2c1CCN(CC)C2
→ -8.2%	i	1.8

Assay outcomes: PubChem BioAssay, several laboratories
